M5 PAM – potentiates acetylcholine response at human M5 receptor; CHO-K1 hM5, Fluo-8 calcium, ACh EC20 PAM; 0% = ACh EC20, 100% = ACh EC100; activation, % at 3 µM; hit rate 0.3% among 360,000; AID 624038;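 active = activation above the run cutoff, the mean activation of all test compounds plus 3 SD, cut at about 18% in these data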
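Replicates: One well per compound, no replicates | System: Human M5 receptor in CHO-K1 cells | Benchmarks: Low control EC20 acetylcholine (0%), high control EC100 acetylcholine (100%) | Probe or stimulus: Acetylcholine, EC20 level | Times: Fluo-8 loading 80 min at 37 °C plus 30 min room temperature | Signal: Intracellular calcium via Fluo-8 fluorescence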
CHRM5 antagonist – antagonists of human muscarinic M5 receptor (CHRM5). P08912. CHO-hM5 cells, Fluo-8 calcium fluorescence, ACh EC80. hit rate 0.59% among 360,000. inhibition, % at 3 µM;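 active = inhibition above a per-plate cutoff, the mean of that plate's test compounds plus 3 SD, cut at about 27% in these data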;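 also: 0% = acetylcholine EC80 with DMSO and 100% = DMSO without agonist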
M5 ag – CHRM5 agonism in calcium assay | P08912 | CHO-K1 hM5 cells, Fluo-8 calcium fluorescence; 0% DMSO wells, 100% maximal acetylcholine response | activation, % at 3 µM | hit rate 0.19% among 360,000 | AID 624037;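 active = activation above the run's mean over test compounds plus 3 SD, cut at about 23% in these data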;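 also: signal is peak over basal fluorescence ratio across the kinetic read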
CRFR2-BP ag – CRF-BP/CRF-R2 complex agonism | HEK293 CRF-R2/CRF-BP, calcium dye fluorescence (FLIPR); percent of saturating CRF peptide response | activation, % at 13.2 µM | hit rate 0.46% among 350,000 | AID 588473;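 active = activation of at least 50%, plus an integration ratio under a set limit after plate pattern correction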;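 also: plate controls were neutral control wells without compound for no effect and CRF at EC100 for full effect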
M1 PAM – positive allosteric modulators of human M1 muscarinic receptor; CHO-K1 hM1, Fluo-8 calcium fluorescence, ACh EC20; 0% = ACh EC20, 100% = maximal ACh; activation, % at 3 µM; hit rate 0.088% among 360,000; AID 588819; in the data active = activation above about 19%, passing the limit was not always enough
Target sequence (P11229 whole entry, looked up): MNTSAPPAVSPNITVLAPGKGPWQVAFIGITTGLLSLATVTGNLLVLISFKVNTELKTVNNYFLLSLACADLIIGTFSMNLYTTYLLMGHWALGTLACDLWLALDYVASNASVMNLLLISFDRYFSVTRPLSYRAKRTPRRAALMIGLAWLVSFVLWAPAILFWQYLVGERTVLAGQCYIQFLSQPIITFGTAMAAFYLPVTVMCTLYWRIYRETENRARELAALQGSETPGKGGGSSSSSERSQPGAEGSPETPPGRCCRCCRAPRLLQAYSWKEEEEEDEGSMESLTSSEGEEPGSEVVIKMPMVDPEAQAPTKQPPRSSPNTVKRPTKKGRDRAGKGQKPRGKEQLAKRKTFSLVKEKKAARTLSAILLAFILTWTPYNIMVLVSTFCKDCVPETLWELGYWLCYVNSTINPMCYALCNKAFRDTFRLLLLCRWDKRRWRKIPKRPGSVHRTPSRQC
M4 ag – CHRM4 agonism in calcium assay; P08173; CHO-K1 hM4/Gqi5, Fluo-8 calcium fluorescence; vehicle 0%, full acetylcholine response 100%; activation, % at 3 µM; hit rate 0.14% among 360,000; AID 624127;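 active = activation above the run mean over all test wells plus 3 SD, cut at about 32% in these data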;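 also: peak over basal fluorescence ratio per well then scaled between controls; 0% = DMSO wells and 100% = acetylcholine at EC100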
Target sequence (P08173 whole entry, looked up): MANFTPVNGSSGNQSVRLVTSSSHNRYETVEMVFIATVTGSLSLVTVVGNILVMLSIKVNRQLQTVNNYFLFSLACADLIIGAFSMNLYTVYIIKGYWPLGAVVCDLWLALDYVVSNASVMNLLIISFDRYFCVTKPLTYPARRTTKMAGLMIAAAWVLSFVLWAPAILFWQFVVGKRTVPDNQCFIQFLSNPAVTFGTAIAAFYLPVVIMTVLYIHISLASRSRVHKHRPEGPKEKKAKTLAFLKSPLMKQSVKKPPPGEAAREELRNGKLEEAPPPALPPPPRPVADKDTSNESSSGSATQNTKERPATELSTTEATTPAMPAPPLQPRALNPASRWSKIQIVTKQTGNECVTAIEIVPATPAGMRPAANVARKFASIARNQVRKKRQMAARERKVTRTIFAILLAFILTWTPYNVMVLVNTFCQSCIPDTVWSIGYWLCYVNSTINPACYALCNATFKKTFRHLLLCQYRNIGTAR
M1 antag – antagonists of human M1 muscarinic receptor. AID 588852. hit rate 1.3% among 360,000. CHO-K1 hM1, Fluo-8 calcium fluorescence, ACh EC80 antagonist. inhibition, % at 3 µM. P11229;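 active = percent inhibition above its own plate's cutoff, namely the mean of that plate's compound wells plus 3 SD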;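 also: peak over basal fluorescence ratio during 140 s after agonist addition; 0% = ACh EC80 plus DMSO and 100% = DMSO alone without agonist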
M4 antag – antagonists of human muscarinic M4 receptor (CHRM4) | P08173 | CHO-hM4 cells, ACh EC80, Fluo-8 calcium fluorescence | inhibition, % at 3 µM | hit rate 0.73% among 360,000 | AID 624125;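 active = inhibition above its plate's cutoff, the mean inhibition of sample wells plus 3 SD, cut at about 27% in these data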;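 also: 0% = acetylcholine EC80 with DMSO and 100% = DMSO without agonist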
M4 PAM – potentiates acetylcholine response at human M4 receptor. P08173. CHO-K1 hM4/Gqi5, Fluo-8 calcium fluorescence, ACh EC20; 0% = ACh EC20, 100% = maximal ACh. activation, % at 3 µM. hit rate 0.4% among 360,000;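 active = activation above its plate's cutoff, the mean activation of sample wells plus 3 SD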; also: some results filed as inactive read as strong as hits
* marks the source's active call; other numbers are inactive results; x = not tested or not shown. The order is random; about 2.8% have a hit in one of these screens.

The first 2 records, to show the layout:
The line under a structure holds: M5 PAM	CHRM5 antagonist	M5 ag	CRFR2-BP ag	M1 PAM	M4 ag	M1 antag	M4 antag	M4 PAM
> NC(=O)C1CCN(C(=O)OCc2ccccc2)CC1
  6	-1	-2	1.1	9	0	-12	6	-1
> O=C(COC(=O)c1ccc(Br)o1)NCc1cccs1
  -2	2	3	2.7	8	0	-3	7	5

Main list, repeating the preview:
The line under a structure holds: M5 PAM	CHRM5 antagonist	M5 ag	CRFR2-BP ag	M1 PAM	M4 ag	M1 antag	M4 antag	M4 PAM
> NC(=O)C1CCN(C(=O)OCc2ccccc2)CC1
  6	-1	-2	1.1	9	0	-12	6	-1
> O=C(COC(=O)c1ccc(Br)o1)NCc1cccs1
  -2	2	3	2.7	8	0	-3	7	5
> CCc1cccc2c(=O)c(C(=O)NCCN3CCOCC3)c[nH]c12
  4	-6	2	0.4	8	1	-6	-8	0
> COCCOC(=O)C1=C(C)N=C2SCCC(=O)N2C1c1ccc(C(=O)OC)cc1 (centres undefined)
  -8	3	2	-2.5	4	0	-2	6	0
> C[C@H]1CN([C@@H](C)CO)C(=O)Cc2cc(NC(=O)CCN3CCOCC3)ccc2O[C@@H]1CN(C)Cc1ccc(Oc2ccccc2)cc1
  -2	-1	-3	4.9	7	0	-11	-9	8
> O=C1N=C(N2CCN(c3ccccc3)CC2)S/C1=C\c1ccco1
  -4	3	1	-1.9	8	3	2	-6	0
> Cc1cc(Cl)ccc1OCC(=O)NNC(=O)C1CSC2(C)CCC(=O)N12 (centres undefined)
  -3	8	0	-1.9	0	3	1	0	-1
> COc1ccc(CN(C(=O)CNC(=O)c2ccco2)C(C(=O)NCC2CCCO2)c2ccc(OC)c(OC)c2)cc1 (centres undefined)
  -5	17	-1	-0.8	3	1	0	-8	8
> Nc1cc2c(cc1Br)[nH]c(=O)c1ccccc12
  4	4	0	4.1	7	3	-8	-6	7
> CCN1CCN(c2ccc(N3CCN(S(=O)(=O)c4ccc(C)c([N+](=O)[O-])c4)CC3)nn2)CC1
  -7	1	-6	-1.3	-21	-1	29*	-6	-10

A portion taken from the entries so far:
The line under a structure holds: M5 PAM	CHRM5 antagonist	M5 ag	CRFR2-BP ag	M1 PAM	M4 ag	M1 antag	M4 antag	M4 PAM
> CCc1cccc2c(=O)c(C(=O)NCCN3CCOCC3)c[nH]c12
  4	-6	2	0.4	8	1	-6	-8	0
> COCCOC(=O)C1=C(C)N=C2SCCC(=O)N2C1c1ccc(C(=O)OC)cc1 (centres undefined)
  -8	3	2	-2.5	4	0	-2	6	0
> C[C@H]1CN([C@@H](C)CO)C(=O)Cc2cc(NC(=O)CCN3CCOCC3)ccc2O[C@@H]1CN(C)Cc1ccc(Oc2ccccc2)cc1
  -2	-1	-3	4.9	7	0	-11	-9	8

Going on with the list.
The line under a structure holds: M5 PAM	CHRM5 antagonist	M5 ag	CRFR2-BP ag	M1 PAM	M4 ag	M1 antag	M4 antag	M4 PAM
> COC(=O)CCC(=O)N1CCCC(C(=O)c2ccc(Cl)cc2C)C1 (centres undefined)
  4	2	0	-0.1	11	2	-15	-3	6
> COc1ccc(-c2nnc(-c3ccc(C)cc3)o2)cc1
  0	6	-6	1.6	2	1	-6	-4	-2
> COc1ccc(NC(=O)CSc2nc3nc(-c4cccs4)cc(C(F)(F)F)c3c(=O)[nH]2)c(OC)c1
  -5	7	0	0.9	2	0	-4	1	2
> CCC(NC(=O)c1ccccc1NC(=O)c1ccc(C)cc1)C(=O)O (centres undefined)
  -6	-6	1	-0.4	2	1	0	19	-7
> CC(OC(=O)Cn1cnc2c1c(=O)n(C)c(=O)n2C)C(=O)NC1CCCCC1C (centres undefined)
  11	-5	-4	-1.0	4	1	-5	4	5
> COc1cccc(C(=O)Nc2cccc(NC(C)=O)c2)c1
  -1	3	1	0.7	-5	0	13	8	0
> O=C(NCc1nnnn1-c1ccc(F)c(F)c1)C(=O)c1c[nH]c2ccccc12
  -13	7	8	0.7	-1	13	0	5	-10
> Cc1onc(-c2ccccc2Cl)c1C(=O)NCc1ccc2c(c1)cc(C)n2C
  0	0	-1	4.6	-11	5	9	-16	-7
> Cc1ccc(S(=O)(=O)NC(CC(=O)NCC2CCCO2)c2ccccc2)cc1 (centres undefined)
  0	12	0	-1.4	9	1	-11	0	-3
> CC1=C/C(=C(\c2ccc(O)c(C)c2)c2ccccc2S(=O)(=O)O)C=CC1=O
  -1	7	1	-1.0	22	1	-21	4	7

4 entries picked at random from the list so far, as already listed:
The line under a structure holds: M5 PAM	CHRM5 antagonist	M5 ag	CRFR2-BP ag	M1 PAM	M4 ag	M1 antag	M4 antag	M4 PAM
> Cc1ccc(S(=O)(=O)NC(CC(=O)NCC2CCCO2)c2ccccc2)cc1 (centres undefined)
  0	12	0	-1.4	9	1	-11	0	-3
> COc1cccc(C(=O)Nc2cccc(NC(C)=O)c2)c1
  -1	3	1	0.7	-5	0	13	8	0
> CC(OC(=O)Cn1cnc2c1c(=O)n(C)c(=O)n2C)C(=O)NC1CCCCC1C (centres undefined)
  11	-5	-4	-1.0	4	1	-5	4	5
> O=C(NCc1nnnn1-c1ccc(F)c(F)c1)C(=O)c1c[nH]c2ccccc12
  -13	7	8	0.7	-1	13	0	5	-10

New compounds follow
The line under a structure holds: M5 PAM	CHRM5 antagonist	M5 ag	CRFR2-BP ag	M1 PAM	M4 ag	M1 antag	M4 antag	M4 PAM
> COc1ccc(C)cc1NC(C)C(=O)NC(=O)NC1CCCCC1 (centres undefined)
  7	1	-2	-1.0	10	-1	-15	2	3
> COc1cc(OC)c2ccc(=O)oc2c1
  4	7	1	3.0	2	0	0	-3	2
> CCn1nccc1NC(=O)c1ccc2sc([C@@H]3O[C@H](CO)[C@H](O)[C@H](O)[C@H]3O)nc2c1
  -5	-3	0	x	-11	1	11	-3	0
> CN(CC(=O)NC(=O)NCc1ccco1)Cc1nc2ccccc2c(=O)[nH]1
  1	-6	3	0.1	4	2	2	1	-2
> COc1ccc(OCCCCN2CCC(C)CC2)cc1
  0	5	-7	-0.1	1	0	-17	9	-12
> COc1cc(C2Nc3ccc4ncccc4c3C3=C2C(=O)CCC3)cc(OC)c1OC (centres undefined)
  9	6	4	-1.9	7	0	-6	-2	-8
> CCNC(=O)NC(=O)C(C)OC(=O)c1ccc(SC)cc1OC (centres undefined)
  -9	-5	-2	0.2	12	1	-9	-6	5
> Cc1ccc(C)c(OCCN2CCOCC2)c1
  3	0	-4	-1.2	3	0	-8	1	1
> O=C(O)/C=C/C(=O)NNc1ccc([N+](=O)[O-])cc1
  -2	1	1	-2.6	-2	0	2	11	-11
> COc1ccc(C)cc1NC(=O)CN1CCN(c2ccccn2)CC1
  -4	0	-4	-0.3	1	2	-1	-5	-2

The line under a structure holds: M5 PAM	CHRM5 antagonist	M5 ag	CRFR2-BP ag	M1 PAM	M4 ag	M1 antag	M4 antag	M4 PAM
> Cc1ccc(S(=O)(=O)c2cc3c(=O)n4ccccc4nc3n(C)c2=N)cc1C
  -9	25	-6	1.5	0	1	6	7	-2
> Cc1nn(C)c(C(=O)N2CCOCC2)c1Cl
  -1	-4	1	-1.8	9	0	-6	-10	-3
> COc1ccc(CNC(=O)C2CC(c3ccc(C(F)(F)F)cc3)=NO2)cc1 (centres undefined)
  10	3	8	0.2	-4	6	-2	-3	4
> CCOC(=O)C1CCN(C(=O)COc2ccc(Cl)cc2Cl)CC1
  -7	2	-5	-0.4	-7	2	17	10	-6
> CC(=O)C1C(c2ccco2)c2c(noc2C)CC1(C)O (centres undefined)
  7	-9	4	-0.6	10	0	-6	2	2
> COc1ccc(CNS(=O)(=O)c2cc(-c3cc(C)no3)ccc2OC)cc1OC
  -6	16	-3	4.4	1	3	-4	5	-5
> CC1(C(=O)NS(=O)(=O)c2ccc(Cl)cc2)CCN1C(=O)Cc1ccccc1Cl (centres undefined)
  3	-13	-2	x	3	2	-9	-20	8
> CCN(CC)CCNC(C(=O)Nc1cc(C(F)(F)F)ccc1Cl)c1ccccc1 (centres undefined)
  -21	1	-7	-0.2	-21	3	22	6	-23
> COC(=O)c1ccccc1NC(=S)N(Cc1ccc2c(c1)OCO2)Cc1cc2cc(OC)ccc2[nH]c1=O
  -11	13	-1	7.2	-7	4	9	6	-8
> Cc1ccc(S(=O)(=O)NCCSCc2ccccc2)cc1
  -1	-3	-3	-6.2	9	1	-28	-13	12

The line under a structure holds: M5 PAM	CHRM5 antagonist	M5 ag	CRFR2-BP ag	M1 PAM	M4 ag	M1 antag	M4 antag	M4 PAM
> CC(C)CC1(C)NC(=O)N(CC(=O)Nc2ccc3c(c2)CCC3)C1=O (centres undefined)
  -1	8	1	0.9	11	2	-6	-3	2
> Cc1ccc(NS(=O)(=O)c2ccc(OCC(=O)N3CCOCC3)cc2)cc1
  1	-2	9	0.2	-8	6	9	3	3
> Cc1ccccc1S(=O)(=O)NCC[C@@H]1CC[C@@H](NC(=O)C2CCCC2)[C@@H](CO)O1
  -7	4	3	x	x	2	x	5	-4
> c1ccc(-c2ccn3nnnc3n2)cc1
  2	-1	-6	-0.6	-2	1	8	7	6
> Cc1cc(C)n2c(Nc3c(C)cccc3C)c(CC(C)C)nc2n1
  7	4	4	x	x	-2	x	-6	21
> CC(C)Oc1ccc(CCN=C(N)N=C(N)N)cc1Cl
  3	5	-12	0.0	6	1	-3	-3	-2
> Cc1ccc(CNC(=O)c2coc(=O)c3ccccc23)o1
  2	-1	-2	-1.5	6	1	-26	-5	-2
> Cc1cc(O)c(-c2cc(O)c(C)cc2O)cc1O
  -5	5	0	0.8	9	2	-12	28*	-7
> COCCNC(=O)c1cc2cc(Cl)cc(Cl)c2oc1=O
  4	3	1	-1.1	6	1	-5	-4	6
> COc1ccc(OC)c(NC(=O)CSc2ccc(-c3cccnc3)nn2)c1
  -4	3	-2	0.1	-1	7	2	10	6

The line under a structure holds: M5 PAM	CHRM5 antagonist	M5 ag	CRFR2-BP ag	M1 PAM	M4 ag	M1 antag	M4 antag	M4 PAM
> Cc1ccccc1C(=O)NCC(=O)OC(C)C(=O)NCc1ccco1 (centres undefined)
  3	1	3	-1.4	12	1	-11	-8	8
> O=S(=O)(c1ccc(OCc2nc3ccccc3s2)c(Cl)c1)N1CCOCC1
  9	-8	-1	2.1	3	1	-19	-2	-2
> Cc1cc(C)n2nc(SC(C)C(=O)N3CC(C)OC(C)C3)nc2n1 (centres undefined)
  12	-9	3	-1.5	6	-1	-11	-10	14
> Cc1ccccc1/C(=N\S(=O)(=O)c1ccc(Br)cc1)Nc1ccccc1
  -7	3	-2	0.1	3	1	-7	-18	3
> Cc1nc2ccc(N=NC3=C(O)CC(C)(C)CC3=O)cc2s1
  5	-2	-1	-2.4	3	2	1	9	17
> Cc1ccc(C)c(C(=O)CSc2n[nH]c(-c3ccncc3)n2)c1
  0	-7	-3	-0.3	4	4	-6	-1	3
> COCCn1c(=O)[nH]c2cc(C(=O)Nc3ccc(OC)c(Cl)c3)ccc2c1=O
  -2	-1	-2	0.2	2	2	-3	-2	5
> CN1C(=O)N(c2nnc(C(C)(C)C)s2)C(=O)C1c1ccccc1 (centres undefined)
  0	15	-1	1.9	20	1	-11	6	1
> O=C(O)C1CCCCC1C(=O)NCc1ccncc1 (centres undefined)
  -3	6	-2	0.1	6	0	-2	6	-2
